STEP inh – STEP phosphatase inhibitors, primary screen, biochemical, fluorescence intensity, uHTS | Tyrosine-protein phosphatase non-receptor type 5 (Homo sapiens), P54829 | inhibition, % at 20 µM | recombinant STEP, OMFP fluorogenic substrate | AID 588621, 2011 | 360,000 tested, 0.25% active;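 active = inhibition at 20 µM, scaled per plate between control wells, above about 37%, limit read from the data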;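 note: 0% = DMSO with enzyme and substrate and 100% = substrate only without enzyme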
Target sequence (P54829 whole entry, looked up): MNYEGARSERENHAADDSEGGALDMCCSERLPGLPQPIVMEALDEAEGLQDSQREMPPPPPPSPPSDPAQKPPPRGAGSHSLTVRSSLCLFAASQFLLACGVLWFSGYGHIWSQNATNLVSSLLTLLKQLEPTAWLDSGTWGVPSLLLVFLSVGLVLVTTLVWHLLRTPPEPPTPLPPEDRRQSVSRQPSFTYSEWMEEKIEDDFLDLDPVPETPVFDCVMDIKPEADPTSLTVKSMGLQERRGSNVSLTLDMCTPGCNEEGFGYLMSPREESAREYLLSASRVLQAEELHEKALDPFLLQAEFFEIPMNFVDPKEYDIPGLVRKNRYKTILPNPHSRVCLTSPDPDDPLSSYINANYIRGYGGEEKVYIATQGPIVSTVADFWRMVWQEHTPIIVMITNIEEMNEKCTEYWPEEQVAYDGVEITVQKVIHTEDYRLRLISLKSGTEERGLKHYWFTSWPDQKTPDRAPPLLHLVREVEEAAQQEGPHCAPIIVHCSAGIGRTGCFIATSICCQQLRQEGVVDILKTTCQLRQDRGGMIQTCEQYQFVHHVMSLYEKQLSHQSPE
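Assay system: isolated STEP enzyme / Timing: 20 min at room temperature, dark / Doses: 20 µM, 1% DMSO / Technique: fluorescence intensity, excitation 480 nm, emission 540 nm / Reagent: fluorogenic phosphatase substrate OMFP at 25 µM final / Measure: percent inhibition scaled to no-enzyme and uninhibited-enzyme controls, plate-pattern corrected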
SKN-1 block – suppressors of acrylamide-induced Pgst-4::GFP reporter in worms, primary screen, SKN-1 inhibitor project, whole organism, uHTS, GFP/RFP fluorescence ratio, strain VP596; C. elegans VP596 Pgst-4::GFP/RFP ratio, 24 h; inhibition, % at 21.8 µM; 360,000 tested, 0.49% active;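 active = interference check ratio from 0.5 to 1.5 plus GFP to RFP signal ratio inhibition reaching or exceeding a fixed threshold, cut at about 30% in these data, passing the limit was not always enough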; note: some compounds called inactive have numbers as strong as hits
SUMO1 PPI mod – modulators of SUMO1 protein-protein interactions, primary screen, biochemical, uHTS; 360,000 tested, 0.33% active; inhibition, % at 20 µM; SUMO1 binding to a labelled peptide, TR-FRET, 1 h; in the data active = inhibition above about 37%
Target sequence (P63165 whole entry, looked up): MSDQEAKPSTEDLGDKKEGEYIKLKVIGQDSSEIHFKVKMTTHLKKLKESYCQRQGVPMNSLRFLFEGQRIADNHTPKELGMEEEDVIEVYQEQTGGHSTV
MT1-MMP act inh – blockers of MT1-MMP proenzyme processing, primary screen, HT1080 RFP-PRO-GFP cells, GFP/RFP fluorescence; Matrix metalloproteinase-14 (Homo sapiens), P50281; GFP/RFP ratio fluorescence, overnight; percent of plate control window, DMSO zero; GFP/RFP ratio change, % at 20 µM; 360,000 tested, 0.061% active; AID 651647, 2012;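 active = GFP/RFP ratio change of at least 30% with cell ATP level not reduced by more than half and red fluorescence within 50% of control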; note: strong numbers were not always called active
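Assay system: HT1080 cells carrying an RFP-PRO-GFP reporter | Dosing: Single dose of 20 µM compound, 1% DMSO final | Incubation: Cells overnight before dosing, compound overnight, 37 °C, 5% CO2 | Evaluation: GFP/RFP fluorescence ratio | Control set: DMSO and RFP-L50D-GFP cell wells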
NadD block – inhibitors of S. aureus NadD, primary screen, biochemical, colorimetric, uHTS. inhibition, % at 20 µM. Nicotinate-nucleotide adenylyltransferase NadD (Staphylococcus aureus N315). purified NadD enzyme, colorimetric absorbance read-out. AID 602399, 2012. 360,000 tested, 0.78% active; in the data active = inhibition above about 26%; note: some compounds past the cut are filed as inactive
Scp1 inh – Scp-1 phosphatase inhibitors, primary screen, biochemical, colorimetric, uHTS | Carboxy-terminal domain RNA polymerase II polypeptide A small phosphatase 1 (Homo … | Recombinant Scp1, phosphopeptide, malachite green phosphate absorbance | inhibition, % at 20 µM | 340,000 tested, 0.88% active | AID 493091, 2011;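 active = inhibition above about 50% at 20 µM, limit read from the data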;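 note: plate controls were DMSO wells with enzyme for no effect and wells lacking enzyme for full effect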
Target sequence (Q9GZU7 76-261 limits assumed): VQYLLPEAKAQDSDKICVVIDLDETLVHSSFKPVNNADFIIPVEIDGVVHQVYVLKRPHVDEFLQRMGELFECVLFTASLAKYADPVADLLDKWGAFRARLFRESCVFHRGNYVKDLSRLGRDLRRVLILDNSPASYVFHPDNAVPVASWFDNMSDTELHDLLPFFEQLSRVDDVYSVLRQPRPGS
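Material: truncated SCP-1 phosphatase (76-261aa) / Buffer or medium: 50 mM Tris acetate pH 5.5, 0.005% Tween-20, 10 mM MgCl2 / Compound dosing: one concentration, 20 µM, with 1.0% DMSO / Incubation: 45 min room-temperature reaction, 5 min colour, 30 min stabiliser / Detection: colorimetric free-phosphate detection, absorbance 630 nm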
DNMT1 inh – human DNMT1 methyltransferase inhibitors, primary screen, biochemical, molecular beacon, fluorescence, HinP1I cleavage, uHTS. DNA (cytosine-5)-methyltransferase 1 (Homo sapiens), P26358. inhibition (reported as % activation of signal), % at 10 µM. 360,000 tested, 0.83% active; in the data active = inhibition above about 50%
CendR NRP1 mod – modulators of CendR peptide binding to NRP-1, primary screen, biochemical, fluorescence polarization, uHTS | Neuropilin-1 (Homo sapiens), O14786 | FAM-RPARPAR peptide binding to NRP-1 | inhibition, % at 25 µM | 360,000 tested, 0.85% active | AID 602438, 2012;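 active = inhibition or corrected inhibition above about 18%, plus a signal ratio from 0.5 to 1.5, limit read from the data, passing the limit was not always enough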; note: strong numbers were not always called active
LMPTP block – LMPTP phosphatase inhibitors, primary screen, biochemical, fluorescence intensity, uHTS; Low molecular weight phosphotyrosine protein phosphatase (Homo sapiens), P24666; recombinant LMPTP-A, OMFP fluorogenic substrate; inhibition, % at 20 µM; 360,000 tested, 0.22% active; AID 651560, 2012;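 active = compounds that cut the enzyme signal by at least half of the control window in the single-dose screen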;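 note: plate controls were DMSO wells with enzyme plus substrate for no effect and substrate without enzyme for full effect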
Target sequence (P24666 whole entry, looked up): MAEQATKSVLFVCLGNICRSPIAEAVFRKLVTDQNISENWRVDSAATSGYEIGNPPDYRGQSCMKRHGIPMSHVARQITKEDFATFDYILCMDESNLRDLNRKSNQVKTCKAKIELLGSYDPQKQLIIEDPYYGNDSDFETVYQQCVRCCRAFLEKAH
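Test system: LMPTP-A phosphatase enzyme. Amount: LMPTP-A at 0.625 nM final in the reaction. Reagent: OMFP substrate, 400 µM final. Times: 50 min at room temperature. Signal: endpoint fluorescence intensity from OMFP dephosphorylation. Read-out basis: % inhibition. Benchmarks: no-enzyme and uninhibited controls.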
Rpn11 inh – Rpn11 (PSMD14) deubiquitinase inhibitors, primary screen, biochemical, fluorescence polarization, uHTS | human 26S proteasome, Ub4-pepOG fluorescence polarization; 20S core pre-blocked with epoxomicin | AID 588493, 2011 | calls only at 20 µM | 360,000 tested, 0.59% active | 26S proteasome non-ATPase regulatory subunit 14 (Homo sapiens), O00487;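 active = inhibition at 20 µM, scaled to each plate's controls, above about 33%, limit read from the data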
The depositor's hits bear a star; i = inactive; nt = not tested or not shown; + = active, no number.

Molecule | STEP inh | SKN-1 block | SUMO1 PPI mod | MT1-MMP act inh | NadD block | Scp1 inh | DNMT1 inh | CendR NRP1 mod | LMPTP block | Rpn11 inh
COc1ccc(C2CC(C(F)(F)F)n3ncc(C(=O)NCC4CCCO4)c3N2)cc1OC (stereo not drawn) | 1 | -11 | -3 | 0 | 4 | -5 | -2 | 8 | 1.2 | i
Cc1ccccc1NC(=O)C1CCC(=O)N1 (stereo not drawn) | -1 | 20 | 2 | 1 | -5 | 0 | 2 | 9 | -0.5 | i
Cc1ccc(NC(=O)Cc2ncon2)cc1Cl | -2 | 6 | 6 | 4 | 3 | -3 | -1 | -1 | -1.0 | i
Cc1onc(-c2ccccc2)c1C(=O)c1c[nH]c(C(=O)NCCCN2CCOCC2)c1 | -3 | -4 | -1 | 8 | -4 | 0 | 4 | 11 | -2.6 | i
COc1ccc(CC(=O)Nc2sc3c(c2C#N)CC(C)(C)NC3(C)C)cc1OC | 0 | 4 | 6 | -2 | -6 | -5 | 0 | 1 | -1.8 | i
COc1cc(OC)cc(C(=O)NCC(=O)OC(C)C(=O)NC(C)C2CC3CCC2C3)c1 (stereo not drawn) | -4 | 9 | -2 | 6 | -1 | -7 | -4 | 3 | -0.3 | i
Cc1cc(C)c(NC(=S)NC(=O)c2c(Cl)c(C)nn2C)c([N+](=O)[O-])c1 | 0 | 10 | -4 | 6 | -3 | -11 | -15 | -7 | 1.9 | i
Cc1ccc(NC(=O)CN2CCC(NC(=O)c3ccccc3F)CC2)cc1C | -3 | 12 | -1 | 0 | -5 | 16 | -1 | 5 | -1.9 | i
CC(=O)CCc1c(C)nc2ccc(C)cc2c1Cl | 0 | 0 | -5 | -1 | 0 | -5 | 0 | 2 | 0.2 | i
COC(=O)c1ccc(CN2CCCC(CNC(=O)Cc3ccc(OC)cc3)C2)cc1 (stereo not drawn) | 0 | 11 | 0 | 1 | 6 | -12 | 0 | -2 | -1.2 | i
O=C(COC(=O)c1ccco1)NCc1ccc(Cl)cc1Cl | 1 | -5 | 3 | 1 | -4 | 2 | 5 | 2 | 0.0 | i
CCCCn1c(CCCNC(=O)CC)nc2ccccc21 | 2 | -9 | -1 | -1 | 0 | -5 | -3 | 3 | 4.7 | i
CN(c1ccc(OCC(=O)Nc2ccc3[nH]c(=O)[nH]c3c2)cc1)S(=O)(=O)c1ccc(Cl)cc1 | 4 | -13 | 4 | 11 | 19 | -13 | -11 | -6 | 1.7 | i
CCc1ccc(N2CC(C(=O)Nc3ccc4c(c3)OCO4)CC2=O)cc1 (stereo not drawn) | -4 | -4 | -2 | -2 | -4 | -1 | 1 | 8 | 2.1 | i
COc1cc(CNC[C@H]2O[C@@H](n3cnc(C(N)=O)n3)[C@H](O)[C@@H]2O)ccc1OCc1cccc(Cl)c1 | 2 | 10 | -3 | -2 | -3 | -5 | 2 | -5 | -0.8 | i
CSc1nsc(/C=C/Nc2ccc(F)cc2)c1C#N | 2 | 8 | -1 | -38 | 12 | -6 | -17 | -95 | 1.6 | +
Cc1cn([C@H]2C[C@H](O)[C@@H](CNC(=O)[C@@H]3C[C@H](F)CN3)O2)c(=O)[nH]c1=O | 0 | 17 | -1 | 9 | 5 | nt | 4 | -5 | -0.8 | i
Cc1cc(C)cc(NC(=O)c2ccc(Cn3nc(C)c(Cl)c3C)o2)c1 | 3 | -2 | 2 | -2 | -7 | -9 | -8 | -1 | 2.6 | i
O=C(NCCNC(=O)c1ccc(Cl)cc1Cl)c1ccccn1 | -2 | 4 | 2 | 0 | 3 | -6 | 1 | 16 | -2.2 | i
CC(=O)NS(=O)(=O)c1ccc(NC(=O)c2ccc(Cl)cc2[N+](=O)[O-])cc1 | 4 | 5 | -7 | -4 | 2 | -6 | 0 | 10 | -0.3 | i
CCOC(=O)C1(CCc2ccccc2)CCN(Cc2cccc3nccnc23)CC1 | -1 | -3 | -7 | -3 | -2 | -1 | 0 | 3 | 1.8 | i
COC(=O)c1cccc(NC(=O)CN(c2ccc3c(c2)OCO3)S(C)(=O)=O)c1C | 4 | -28 | 0 | 0 | -2 | -4 | 1 | -1 | 0.9 | i
CCOC(=O)c1c(NC(=O)Cc2ccccc2)sc2c1CCN(C)C2 | -2 | -16 | 1 | -3 | -4 | -6 | 2 | -2 | -0.1 | i
Cc1ccc(C)c(C(=O)CN2C(=O)C(=O)N(C3CCCC3)C2=O)c1 | 0 | -20 | 2 | -1 | -2 | -8 | -1 | 2 | 0.5 | i
Cc1[nH]c2ccccc2c1C(c1ccccn1)N1CCC(C)CC1 (stereo not drawn) | 0 | -12 | -1 | -2 | -1 | 0 | -1 | -1 | -1.3 | i
O=[N+]([O-])c1ccc(N2CCN(S(=O)(=O)Cc3ccccc3)CC2)cc1N1CCOCC1 | 0 | 8 | -26 | 3 | 3 | -10 | -2 | 12 | 2.4 | i
CC(C)C(OC(=O)c1nsc(Cl)c1Cl)C(=O)NCC1CCCO1 (stereo not drawn) | 1 | 23 | 3 | -1 | -2 | -4 | 6 | -6 | 1.0 | i
Cc1nn2c(N)c(C#N)cnc2c1-c1ccccc1 | -5 | -1 | 4 | -7 | -6 | 1 | -3 | 7 | -1.7 | i
COc1ccc(N2CCN(C(=O)CCNC(=O)c3ccc(Br)cc3)CC2)cc1 | 0 | 5 | 3 | -2 | -6 | 2 | 2 | 4 | -0.4 | i
CCCCN(C(=O)CCC(=O)OCC(=O)NCc1ccccc1)c1c(N)n(CCC)c(=O)[nH]c1=O | -3 | 17 | 4 | 2 | 1 | -2 | 0 | 8 | -1.4 | i
O=C(CSc1nnnn1Cc1ccccc1)c1ccccc1F | -2 | 1 | 1 | 1 | -5 | -18 | -1 | 6 | 0.9 | i
NC(=O)c1sc2nc3c(c(-c4cccnc4)c2c1N)CCC3 | 0 | 8 | 1 | 1 | -3 | -7 | 2 | 1 | -1.1 | i
Cc1ccc(S(=O)(=O)N(C)CC(=O)Nc2nc3ccccc3s2)cc1 | -1 | 1 | -3 | 11 | -4 | 0 | -4 | -4 | -0.6 | i
COCCNC(=S)N1CCC(C(=O)c2ccc(C)cc2)CC1 | -4 | 1 | 2 | 4 | -2 | 0 | 9 | -8 | -1.1 | i
CCC(c1nnnn1Cc1ccc(OC)cc1)N1CCN(c2ccc(OC)cc2)CC1 (stereo not drawn) | 4 | 6 | -5 | -3 | 0 | 1 | -3 | 6 | 2.9 | i
COc1ccc(-n2nnnc2SCC(=O)NCCc2ccc(OC)c(OC)c2)cc1 | -3 | 5 | 0 | 0 | 1 | -2 | -3 | 2 | -0.4 | i
Cc1ccc(C(=O)C2CCN(CC(=O)Nc3ccc(N(C)C)cc3)CC2)cc1 | 3 | 14 | -7 | 2 | -11 | -4 | -11 | 3 | 1.4 | i
COc1ccc(N2CCN(C(=O)COC(=O)[C@@H](NC(=O)c3ccccc3Cl)C(C)C)CC2)cc1 | -2 | -3 | 1 | 0 | -2 | -7 | 0 | -3 | -0.7 | i
Cc1ccccc1NC(=O)CSc1nc(N)c(C#N)c(-c2cccs2)c1C#N | -2 | 18 | -37 | 4 | 2 | -5 | 26 | -10 | 3.1 | i
CCOCCCNC(=O)CN1C(=O)/C(=C\c2ccc(C)cc2)Sc2ccccc21 | 2 | 10 | -4 | -5 | -16 | -13 | 11 | 7 | 0.9 | i
CCN(CC(=O)Nc1c(F)cccc1F)C(=O)C(C)SCc1nc2sc(C)c(C)c2c(=O)[nH]1 (stereo not drawn) | -3 | 7 | -76 | -2 | 4 | -9 | -6 | 7 | -8.9 | i
CCN(CC)CCN(Cc1cc2cc3c(cc2[nH]c1=O)OCCO3)C(=S)NCC(C)C | 8 | 8 | -2 | -1 | 7 | -6 | -10 | -7 | 0.1 | i
Cc1ccc(SCCNC(=O)c2ccccc2F)cc1 | -1 | 9 | 1 | -3 | -3 | -6 | -2 | -4 | 0.5 | i
CN(CCOc1cccc(C(F)(F)F)c1)Cc1ccccc1 | 2 | 1 | -6 | -2 | -13 | -5 | -1 | 1 | -1.2 | i
CC(=O)c1ccc(NC(=O)CSc2nnc(-c3ccoc3C)n2Cc2ccccc2)cc1 | 0 | 19 | -1 | 18 | 5 | -3 | 6 | 5 | 0.5 | i
CC(C)OCCCn1c(=S)[nH]c2ncccc2c1=O | -1 | 8 | -3 | 11 | 1 | -7 | 2 | 9 | -0.2 | i
COC(=O)c1cc(S(=O)(=O)N2CCN(c3cc(C)ccc3C)CC2)c[nH]1 | -2 | 4 | -6 | -2 | -5 | -9 | 0 | -9 | 2.0 | i
O=C(Cc1coc2ccc3ccccc3c12)N1CCCC1 | 4 | -6 | -4 | -1 | -4 | -4 | 1 | -2 | -1.1 | i
CC(C)OCCCNC(=O)c1cc(-c2cccs2)nc2ccccc12 | 2 | -2 | -12 | 4 | -2 | -5 | 2 | -4 | -0.2 | i

Filtered by structure: those above containing a CF3 group (2)
Molecule | STEP inh | SKN-1 block | SUMO1 PPI mod | MT1-MMP act inh | NadD block | Scp1 inh | DNMT1 inh | CendR NRP1 mod | LMPTP block | Rpn11 inh
COc1ccc(C2CC(C(F)(F)F)n3ncc(C(=O)NCC4CCCO4)c3N2)cc1OC (stereo not drawn) | 1 | -11 | -3 | 0 | 4 | -5 | -2 | 8 | 1.2 | i
CN(CCOc1cccc(C(F)(F)F)c1)Cc1ccccc1 | 2 | 1 | -6 | -2 | -13 | -5 | -1 | 1 | -1.2 | i

Source: PubChem
